Assay outcomes deposited in PubChem by several laboratories.
TNAP activation fold: stimulation of alkaline phosphatase TNAP activity – biochemical, luminescent, no phosphate acceptor, uHTS, primary screen (AID 1001); purified TNAP, luminescent activation assay, no phosphate acceptor; higher activation fold means a stronger effect; activation fold at 20 µM, or EC50 in µM where a hit was titrated; 0.03% of 200,000 active; in the data active = activation fold from about 3, or a potency from the dose series; inactive = the rest, 99 in 100 with activation fold below about 1.6; also: many of its hits are not listed in these tables
PMI inhibitors: inhibitors of human PMI, primary screen, biochemical, fluorescence intensity, coupled assay (AID 1209); 0.42% of 190,000 active; inhibition, % at 20 µM; hits with a dose series show IC50 in µM; purified PMI enzyme, coupled fluorescence intensity; higher % means a stronger effect;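 also: plate controls were DMSO vehicle for no effect and wells lacking substrate for full effect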
XIAP displacement: small molecules displacing peptide from XIAP – biochemical, IAP family, fluorescence polarization (AID 1018); XIAP BIR domain, fluorescence polarization peptide displacement; higher % means a stronger effect; displacement, % at 20 µM; hits with a dose series show IC50 in µM; 0.007% of 200,000 active; in the data active = displacement above about 50%; also: a part of the inactive calls stands beside numbers as strong as those of hits
PhoP inhibition: inhibitors of PhoP regulon expression, primary screen, Salmonella Typhimurium, GFP reporter (AID 1863); S. Typhimurium PhoP-regulated promoter GFP reporter, 4 h; higher % means a stronger effect; one-dose inhibition, % at 50 µM; IC50 in µM for titrated hits; 0.16% of 300,000 active;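 active = inhibition over 29.93%, a cutoff 3 SD above the screen mean, later confirmed by dose response; inconclusive = inhibition over 29.93% but no dose response follow-up; inactive = inhibition at most 29.93% or unconfirmed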;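 also: 0% = low Mg2+ inducing control and 100% = high Mg2+ repressing control; strong numbers were not always called active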
SIAH1 antagonists: blockers of Siah-1 interaction with plectin peptide – biochemical, fluorescence polarization, rhodamine-plectin, uHTS, primary screen (AID 1817) | displacement, % at 20 µM; hits with a dose series show IC50 in µM | 0.02% of 290,000 active | Siah-1 / rhodamine-plectin peptide fluorescence polarization; higher % means a stronger effect;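 active = displacement of at least 50% at 20 µM, with a fluorescence ratio check between 0.3 and a set limit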;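 also: plate controls were Siah plus tracer with DMSO for no effect and tracer alone without Siah for full effect; strong numbers were not always called active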
RSV CPE inhibition: inhibition of RSV-induced cytopathic effect – HEp-2 cells, primary 10 µM value included (AID 2391) | HEp-2 cells, RSV-induced CPE inhibition; higher % means a stronger effect | one-dose CPE inhibition, % at 10 µM; IC50 in µM for titrated hits | 0.13% of 310,000 active; in the data active = a potency from the dose series; inconclusive = CPE inhibition mostly from about 23% at the one dose, without a potency; inactive = the rest, 99 in 100 with CPE inhibition below about 21%; also: strong numbers were not always called active
human PMI inhibitors: MPI inhibition at elevated mannose 6-phosphate – biochemical, fluorescence intensity, high mannose 6-phosphate, primary screen (AID 1220) | recombinant PMI enzyme, coupled fluorescence intensity; higher % means a stronger effect | one-dose inhibition, % at 20 µM; IC50 in µM for titrated hits | 0.66% of 190,000 active
Myeloid diff MLP: promotes myeloid progenitor differentiation | calls only at 10 µM | 1% of 360,000 active | ER-HoxA9 myeloid progenitors, lysozyme-GFP differentiation, flow cytometry | AID 624256;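 active = normalized GFP-positive differentiation at or above the plate's own cutoff, the solvent-only control mean plus 3 SD; inconclusive = no clear call, values can overlap the other calls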;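 also: cells exposed to compound for four days before flow analysis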
WT yeast gro inh: growth inhibition of WT yeast, mitochondrial fusion screen. mitochondrial fusion phenotypic screen, WT strain. inhibition, % at 10 µM. 2.1% of 190,000 active; in the data active = inhibition above about 58%; tested in S. cerevisiae
WT yeast gro inh mutant strain: recorded beside WT yeast gro inh, whose call it bears; inhibition, %; mitochondrial fusion phenotypic screen, mutant strain inhibition
Myeloid diff MLP GFP+ MAC1+ %: further read-out of Myeloid diff MLP, marked with its call; GFP+ MAC1+ double positive, %; measured here: differentiation confirmed by MAC1 staining
An asterisk follows results filed as active; i = inactive; ? = inconclusive; / = no result given. Rule as the data show it, unless noted: active = inhibition above about 50%; inactive = the rest.

SMILES	TNAP activation fold	PMI inhibitors	XIAP displacement	PhoP inhibition	SIAH1 antagonists	RSV CPE inhibition	human PMI inhibitors	Myeloid diff MLP	Myeloid diff MLP GFP+ MAC1+ %	WT yeast gro inh	WT yeast gro inh mutant strain
CCn1c(SCC(=O)NC2=NCCS2)nnc1C(C)NC(=O)c1ccccc1Br (stereo not given)	/	/	/	6%	5%	1.1%	/	i	3.7	/	/
Cc1ccc(CC(=O)Nc2ccc(C(=O)N3CCOCC3)cc2)cc1	/	/	/	4%	1%	2.0%	/	i	0.3	/	/
CC(C)C(=O)Nc1ccc2c3c(cccc13)CC2	1.2	11%	-4.2%	-15%	6%	0.5%	3%	i	0.0	2	25
CCCCN(CC)CCNC(=O)CN1C(=O)COc2ccc(S(=O)(=O)N3CCCC3)cc21	1	-13%	-7.1%	-18%	-7%	-0.2%	-12%	i	0.3	-1	13
CS(=O)(=O)c1ccccc1-c1nc(-c2cc(C(F)(F)F)cc(C(F)(F)F)c2)no1	1.1	15%	-4.6%	-2%	19%	1.6%	10%	i	0.6	-4	-5
O=C(O)CSc1nnc(-c2ccncc2)n1Cc1ccccc1	1.1	13%	-2.8%	-7%	2%	1.0%	2%	i	0.4	9	12
COc1ccccc1C(=O)OCC(=O)Nc1ccc(OC(F)F)cc1	1	-2%	-3.3%	7%	4%	2.2%	-8%	i	0.7	-7	-2
O=C(Nc1ccc(Nc2ccccc2)cc1)c1ccc(Cl)c([N+](=O)[O-])c1	/	/	/	-1%	-8%	60%	/	i	0.3	/	/
O=C(Oc1cccc(Oc2ccccc2)c1)N1CCOCC1	1	14%	-2.0%	-1%	0%	3.3%	16%	i	5.6	1	-2
COC(=O)/C=C1/SC(=NC(=O)c2ccc(OC)cc2)NC1=O	/	/	/	-13%	-9%	0.4%	/	i	1.0	/	/
CCCCC(=O)N/N=C/c1ccc(-c2ccc([N+](=O)[O-])cc2)o1	1	19%	-4.9%	-8%	0%	4.9%	23%	i	0.2	6	0
CCOc1ccccc1C(=O)N/N=C/c1cccc2cccnc12	1.1	-4%	-3.3%	-20%	0%	14%	-6%	i	0.5	-5	5
CCn1nc(C(=O)OCC(=O)NC(C)C)c2ccccc2c1=O	1.1	-14%	-6.7%	-3%	7%	-2.0%	-8%	i	0.0	-5	-15
CC(C)N(C(=O)CN1C(=O)NC(c2ccccc2)(c2ccccc2)C1=O)C(C)C	/	/	/	-1%	-3%	0.6%	/	i	0.9	/	/
Cc1ccc(-c2nc(N)sc2-c2ccc(C)cc2)cc1	1	13%	5.9%	4%	0%	/	14%	i	0.8	80*	29*
O=C(NCc1nc2ccccc2[nH]1)C1=C[C@@H](c2ccc(Br)cc2)C[C@@H](OCCCCO)O1	1.1	10%	-0.5%	0%	4%	0.9%	5%	i	1.7	3	5
COc1ccc(S(=O)(=O)N2CCSC2C)cc1C (stereo not given)	/	/	/	13%	-2%	1.3%	/	i	0.3	/	/
O=C(CCCc1ccccc1)Nc1ccccn1	1.1	-6%	-4.0%	-3%	3%	-1.9%	0%	i	0.3	-30	7
COc1cccc(-n2c(C)nn(C)c2=O)c1	1	17%	-12%	7%	3%	0.8%	19%	i	0.7	5	-6
COc1ccc(/C=N\NC(=O)CC(=O)Nc2cccc(Cl)c2)cc1OC	1	-10%	-9.3%	-12%	2%	1.3%	-3%	i	0.5	-3	2
CCCN1CCN(C(=O)CS(=O)(=O)Cc2nc(-c3cccc(OC)c3)oc2C)CC1	/	/	/	-5%	0%	1.6%	/	i	1.5	/	/
Cc1cc(C(=O)OCC(=O)N2c3ccccc3CC2C)c(C)o1 (stereo not given)	1.1	6%	0.6%	0%	4%	-0.5%	7%	i	1.2	-13	-12
COc1ccc(Cc2noc(CN(C)CC(O)c3ccccc3)n2)cc1OC (stereo not given)	1.1	-5%	-2.7%	-6%	2%	2.9%	0%	i	0.7	-9	-10
O=C(CN1C(=O)/C(=C/c2ccco2)SC1=S)Nc1ccc(C(=O)O)c(O)c1	/	/	/	-10%	15%	0.3%	/	i	5.1	/	/
O=[N+]([O-])c1ccc(Sc2nccn2Cc2ccccc2)cc1	0.9	1%	-3.2%	17%	7%	2.0%	10%	i	0.8	9	9

An excerpt of these results, bar-delimited.
SMILES | TNAP activation fold | PMI inhibitors | XIAP displacement | PhoP inhibition | SIAH1 antagonists | RSV CPE inhibition | human PMI inhibitors | Myeloid diff MLP | Myeloid diff MLP GFP+ MAC1+ % | WT yeast gro inh | WT yeast gro inh mutant strain
CCOc1ccccc1C(=O)N/N=C/c1cccc2cccnc12 | 1.1 | -4% | -3.3% | -20% | 0% | 14% | -6% | i | 0.5 | -5 | 5
CCn1nc(C(=O)OCC(=O)NC(C)C)c2ccccc2c1=O | 1.1 | -14% | -6.7% | -3% | 7% | -2.0% | -8% | i | 0.0 | -5 | -15

The list goes on.
SMILES	TNAP activation fold	PMI inhibitors	XIAP displacement	PhoP inhibition	SIAH1 antagonists	RSV CPE inhibition	human PMI inhibitors	Myeloid diff MLP	Myeloid diff MLP GFP+ MAC1+ %	WT yeast gro inh	WT yeast gro inh mutant strain
COC(=O)c1ccc(S(=O)(=O)c2ccccc2)c(N)c1	1.1	7%	-3.8%	-1%	1%	2.8%	5%	i	0.9	-4	8
CCn1c(-c2ccc(N)cc2)nc2ccccc21	1.2	0%	0.1%	2%	0%	1.7%	5%	i	5.2	6	5
COc1ccc(CC(=O)Nc2ccccc2NC(=O)c2ccco2)cc1OC	1.1	-7%	-2.1%	4%	-4%	0.5%	-5%	i	0.1	24	5
CC(Sc1nc(N)cc(=O)[nH]1)C(=O)Nc1cccc(Cl)c1 (stereo not given)	1.1	9%	0.4%	-9%	-8%	1.8%	7%	i	0.4	-26	13
Cc1ccc(S(=O)(=O)c2cc3c(=O)n4ccccc4nc3n(C)c2=N)cc1C	/	/	/	-1%	-4%	2.8%	/	i	0.8	/	/
Cc1sc2nc(SCC(=O)NCCCO)n(-c3ccccc3)c(=O)c2c1C	/	/	/	5%	13%	0.5%	/	i	0.5	/	/
CSc1ccccc1N1CCN(C(=O)Nc2ccc3c(c2)NC(=O)CO3)CC1	1.1	-1%	-0.6%	-4%	-7%	18%	6%	i	1.3	5	-1
c1ccc(-n2ncc3c(N4CCCCC4)ncnc32)cc1	1.1	4%	-0.7%	3%	-3%	0.4%	3%	i	1.5	-5	7
CC(=O)/C(N=Nc1nc2c([nH]1)c(=O)n(C)c(=O)n2C)=C(\C)O	/	/	/	-9%	-1%	1.5%	/	i	0.8	/	/
CS(=O)(=O)c1ccc2c(c1)sc1nc(=O)c(/C=C3/C=CC(=O)C(O)=C3)c(N)n12	/	/	/	-1%	22%	0.0%	/	i	3.1	/	/
CC1=C(CO)C(=O)OC([C@@H](C)C2CC[C@H]3C4C[C@H]5O[C@]56[C@@H](O)C=CC(=O)[C@]6(C)C4CC[C@]23C)C1 (stereo not given in full)	/	/	/	-4%	0%	-1.4%	/	?	/	/	/
CCN(Cc1ccncc1)C(=O)c1cccc(S(=O)(=O)N2CCOCC2)c1	1.1	-14%	-1.9%	2%	-3%	1.7%	-7%	i	0.8	0	4
CCOc1ccc(C(=O)NCC(=O)OCc2cc(C(C)=O)ccc2OC)cc1	1	1%	-7.0%	-6%	2%	0.8%	-5%	i	0.7	-10	-5
CC(CCc1ccccc1)NC(=O)c1ccc(C(=O)NC(C)CCc2ccccc2)cc1 (stereo not given)	0.8	8%	-2.1%	-7%	-5%	2.2%	3%	i	0.9	5	4
CC1CC(c2ccccc2)n2nc(NC(=O)c3ccco3)nc2N1 (stereo not given)	1	3%	-6.8%	5%	5%	0.4%	-4%	i	0.2	-4	-3
CN(CCCNC(=O)C1CCC(CNS(=O)(=O)c2ccccc2)CC1)Cc1ccccc1 (stereo not given)	/	/	/	6%	-2%	-0.4%	/	i	2.0	/	/
CCc1ccc(S(=O)(=O)N2CC(=O)Nc3ccccc32)cc1	1.1	4%	-3.6%	6%	28%	0.0%	6%	i	1.2	-8	-11
O=C(c1ccncc1)c1ccc(N2CCN(C3CC(=O)N(Cc4cccs4)C3=O)CC2)cc1 (stereo not given)	1.1	0%	-5.7%	-3%	5%	0.5%	-2%	i	0.8	-11	-10
COc1ccc(N2C(=O)CC(SCCc3nc4ccccc4[nH]3)C2=O)cc1 (stereo not given)	1	-5%	-0.4%	6%	2%	-0.6%	-12%	i	0.6	1	2
O=C(Cc1ccccc1)NN1C(=O)/C(=C/c2ccc(C(=O)O)cc2)SC1=S	/	/	/	-5%	-6%	-0.1%	/	i	0.6	/	/
CC(C)(C)NC(=O)C(c1ccc(F)cc1)N(CCc1ccccc1)C(=O)c1ccn[nH]1 (stereo not given)	1.5	/	6.3%	2%	-7%	-2.1%	/	i	0.6	4	4
COc1ccccc1N1CC(C(=O)Nc2nnc(SCC(=O)N3CCCC3)s2)CC1=O (stereo not given)	/	/	/	-2%	-3%	0.8%	/	i	1.2	/	/
CCOc1ccc(CN2CCN(CCCc3ccccc3)CC2CCO)cc1 (stereo not given)	/	/	/	-4%	-4%	-0.9%	/	i	0.3	/	/
CCOc1ccc(NC(=O)C2CCCN(S(=O)(=O)c3ccc4c(c3)CCCN4C(C)=O)C2)cc1 (stereo not given)	/	/	/	-1%	-3%	13%	/	i	3.4	/	/
O=C(OCC(=O)N1CCN(C(=O)c2ccco2)CC1)c1ccccc1C(=O)c1ccccc1	1.1	4%	-0.9%	7%	0%	-0.2%	5%	i	1.4	1	6
CC(=O)c1ccc(N2CCc3ccccc3C2)c([N+](=O)[O-])c1	/	/	/	-3%	10%	8.4%	/	i	0.7	/	/
CC1(C)CC(=O)C2=C(C1)Nc1ccccc1NC2c1ccccc1F (stereo not given)	/	/	/	-9%	3%	1.0%	/	i	0.4	/	/
Cc1ccc(Sc2ncccc2C(=O)NCc2cc([N+](=O)[O-])ccc2O)cc1C	/	/	/	-2%	13%	3.0%	/	i	3.8	/	/
C=CCC(=O)N1CCCC(CCC(=O)NCc2ccccc2F)C1 (stereo not given)	1.1	2%	-4.4%	0%	7%	1.2%	5%	i	0.2	-8	-3

2 entries from above, with two lines to a compound:
Sequence of screens: TNAP activation fold, PMI inhibitors, XIAP displacement, PhoP inhibition, SIAH1 antagonists, RSV CPE inhibition, human PMI inhibitors, Myeloid diff MLP, Myeloid diff MLP GFP+ MAC1+ %, WT yeast gro inh, WT yeast gro inh mutant strain
- COc1ccccc1N1CC(C(=O)Nc2nnc(SCC(=O)N3CCCC3)s2)CC1=O (stereo not given)
 : /, /, /, -2%, -3%, 0.8%, /, i, 1.2, /, /
- CCOc1ccc(CN2CCN(CCCc3ccccc3)CC2CCO)cc1 (stereo not given)
 : /, /, /, -4%, -4%, -0.9%, /, i, 0.3, /, /
